TMEM16A act = activators or potentiators of mouse TMEM16A chloride channel | B-score at 10 µM | HEK293 TMEM16A/YFP-H148Q/I152L, iodide quench fluorescence; stronger effect = lower value | Q8BHY3 | 340,000 tested, 0.3% active;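 active means fluorescence-ratio B-score plate-corrected deviation score at least 3 library SD below zero, with starting fluorescence score within 5 deviations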;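 further: channel opened by trigger with iodide after compound preincubation; score built on the fluorescence ratio of max minus min over baseline; more negative score means more quench and so TMEM16A activation or potentiation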
RGS4 pot = potentiators or activators of RGS4; HEK293 M3R/inducible RGS4, carbachol calcium flux Fluo4; stronger effect = lower value; B-score at 10 µM; 310,000 tested, 0.92% active;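 active means B-score of the integrated calcium signal more than 4 SD below the library mean, with starting fluorescence not abnormally high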;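 further: negative B-score means reduced calcium response which marks RGS4 activation or potentiation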
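Detection: kinetic calcium fluorescence imaging with Fluo4-AM dye, 2 µM / Material: HEK293 cells with stable M3R and inducible RGS4 / Schedule: recording 10 s baseline at 1 Hz, 100 s post-agonist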
MrgX1 agonist = agonists of human MrgX1 receptor | Q96LB2 | MrgX1-HEK293 cells, Fluo-4 calcium fluorescence, agonist mode; stronger effect = higher value | B-score at 10 µM | 310,000 tested, 0.44% active | AID 588627;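 active means calcium response B-score plate-corrected fluorescence ratio at least 3 library SD, with starting fluorescence B-score inside 5 SD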
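Test system: HEK293 cells stably expressing human MrgX1 receptor; Input: fifteen thousand cells per well; Dosing: compound delivered in addition one of three; Schedule: overnight seeding, then 1 h dark dye loading; Technique: Fluo-4 NW calcium fluorescence; Measure: B-scored fluorescence response ratio; Controls: positive and negative controls per plate.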
HDAC3 inhib = inhibitors of human histone deacetylase 3. 320,000 tested, 0.15% active. inhibition, % at 8.3 µM. AID 2718. recombinant HDAC3, fluorogenic peptide/trypsin coupled, fluorescence; in the data active means inhibition above about 26%, passing the limit was not always enough
TRPC6 activator = activates the mouse TRPC6 cation channel. 310,000 tested, 0.13% active. B-score at 10 µM. HEK293-TRPC6 membrane potential dye fluorescence; stronger effect = higher value. Q61143;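 active means B-score of the integrated fluorescence ratio above library mean plus 3 SD, and starting fluorescence ratio within library mean plus 5 SD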;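 further: higher score means more depolarization so channel activation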
Target sequence (Q61143 whole entry, looked up): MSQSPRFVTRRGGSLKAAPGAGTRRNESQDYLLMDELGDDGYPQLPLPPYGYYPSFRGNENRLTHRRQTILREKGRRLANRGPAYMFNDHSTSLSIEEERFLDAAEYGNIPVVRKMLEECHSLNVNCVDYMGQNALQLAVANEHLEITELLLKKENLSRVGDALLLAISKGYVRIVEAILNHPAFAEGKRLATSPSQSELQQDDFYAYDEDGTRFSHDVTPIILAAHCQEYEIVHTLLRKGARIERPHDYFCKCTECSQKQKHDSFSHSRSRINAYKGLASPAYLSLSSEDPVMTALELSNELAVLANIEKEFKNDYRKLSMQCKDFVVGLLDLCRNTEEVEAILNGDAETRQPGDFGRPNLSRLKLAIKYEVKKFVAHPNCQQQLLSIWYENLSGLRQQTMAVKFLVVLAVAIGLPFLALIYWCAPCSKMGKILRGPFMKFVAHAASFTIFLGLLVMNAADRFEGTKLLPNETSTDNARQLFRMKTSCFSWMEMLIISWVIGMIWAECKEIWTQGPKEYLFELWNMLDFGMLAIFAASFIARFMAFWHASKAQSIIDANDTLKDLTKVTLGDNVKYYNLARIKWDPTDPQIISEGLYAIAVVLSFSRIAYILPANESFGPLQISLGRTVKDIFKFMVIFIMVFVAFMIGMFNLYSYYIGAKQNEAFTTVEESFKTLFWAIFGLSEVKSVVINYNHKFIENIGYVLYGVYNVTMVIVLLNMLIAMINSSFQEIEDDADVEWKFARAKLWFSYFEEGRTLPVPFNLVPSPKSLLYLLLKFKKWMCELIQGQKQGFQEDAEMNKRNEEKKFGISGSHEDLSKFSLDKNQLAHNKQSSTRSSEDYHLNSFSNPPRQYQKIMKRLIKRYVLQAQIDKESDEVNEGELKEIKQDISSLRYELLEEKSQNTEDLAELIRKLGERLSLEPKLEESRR
MrgX1 allo act = allosterically activates human MrgX1 receptor signaling. Q96LB2. MrgX1-HEK293, Fluo-4 calcium flux, FDSS; stronger effect = higher value. B-score at 10 µM. 310,000 tested, 0.63% active;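 active means plate-corrected calcium response at least 3 library SD above typical, normal starting fluorescence, not activating the receptor alone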;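 further: compound read alongside a low EC10 to EC30 dose of BAM8-22 agonist; peak minus trough fluorescence over baseline measured at the second addition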
SKKanGAS inh = inhibitors of SKKanGAS S. pyogenes growth in kanamycin (SK-promoter or general growth effect). 300,000 tested, 1.3% active. BacTiter-Glo, 6 h. AID 1662. inhibition, % at 7.5 µM;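 active means mean replicate score, as percent of positive control median, at least 50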;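 further: strain carries kanamycin resistance gene driven by streptokinase promoter and grows in 40 µg/ml kanamycin; loss of luminescence reflects streptokinase promoter inhibition or plain growth inhibition; 0% = median of DMSO wells and 100% = positive control at its reference dose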
TRPC6 inhibitor = inhibitors of mouse TRPC6 channel; 310,000 tested, 1.1% active; HEK293-TRPC6, membrane potential dye, ACh-evoked depolarization; stronger effect = lower value; AID 2553; B-score at 10 µM; Q61143;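 active means B-score under library mean minus 3 SD, initial fluorescence not abnormally high, positive integrated signal ratio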;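 further: B-score derived from integrated fluorescence ratio over the kinetic read; more negative B-score means stronger inhibition of depolarization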
TMEM16A inh = inhibitors of mouse TMEM16A calcium-activated chloride channel; 310,000 tested, 1.2% active; HEK293 TMEM16A/YFP iodide influx fluorescence, ionomycin; AID 588511; normalized B-score (activity score, 25-100; higher = stronger inhibition) at 10 µM;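 active means ratio plate-corrected score three or more library SD toward inhibition, starting fluorescence score within five deviations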;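 further: score derived from kinetic fluorescence span divided by baseline fluorescence per well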
MrgX1 antagonist = blocks BAM8-22 activation of human MrgX1 receptor. 310,000 tested, 1.3% active. B-score at 10 µM. AID 588676. Q96LB2. MRGX1-HEK293 calcium flux, Fluo-4, BAM8-22 antagonism; stronger effect = lower value;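 active means calcium-response B-score plate-corrected more than 3 library SD below zero, starting fluorescence within 5 deviations, no agonist response on first addition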;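 further: peak minus trough fluorescence over baseline after final BAM8-22 challenge near maximal dose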
RGS4 block = inhibitors of human RGS4 | P49798 | HEK293 M3R/RGS4 inducible, Fluo-4 calcium flux; stronger effect = higher value; triggered by carbachol at its EC20 | B-score at 10 µM | 310,000 tested, 0.45% active;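 active means B-score, a plate-corrected calcium signal, over three deviations above library mean, with baseline fluorescence within five deviations of library mean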;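 further: RGS4 expression induced by doxycycline in cells with stable M3 receptor; B-score is computed from the integrated fluorescence ratio over baseline after carbachol; higher B-score means a larger calcium signal and so more RGS4 inhibition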
* hit, by the source's call; i = inactive; / = not tested or not shown.

SMILES	TMEM16A act	RGS4 pot	MrgX1 agonist	HDAC3 inhib	TRPC6 activator	MrgX1 allo act	SKKanGAS inh	TRPC6 inhibitor	TMEM16A inh	MrgX1 antagonist	RGS4 block
COc1ccc2oc(C(=O)OCC(=O)Nc3cc(S(=O)(=O)N4CCOCC4)ccc3OC)c(C)c2c1	i	i	i	1.1	i	i	1.3	i	i	i	i
CC[n+]1c(C)sc2cc(C)ccc21	i	i	i	3.8	i	i	-4.8	i	i	i	i
COc1ccc(C(C(=O)NC2CCCCC2)N(C(=O)Cc2c[nH]c3ccccc23)c2ccc(NC(C)=O)cc2)cc1OC (stereo not drawn)	i	i	i	0.4	i	i	9.3	i	i	i	i
Cc1ccc(-n2c3nc(=O)[nH]c(=O)c-3cc3cc([N+](=O)[O-])ccc32)cc1C	i	i	i	3.6	i	i	-7.3	i	i	i	i
Cc1ccc(NC(=O)C(C)N=C2NS(=O)(=O)c3ccccc32)cc1 (stereo not drawn)	i	i	i	-5.9	i	i	6.9	i	i	i	i
CCc1cccc(C)c1NC(=O)CSc1nnc(-c2cc3cc(Br)ccc3o2)n1CC	i	i	i	1.3	i	i	26.2	i	i	i	i
S=C(c1cn(Cc2ccc(Br)cc2)c2ccccc12)N1CCOCC1	i	i	i	-0.6	i	i	0.8	i	i	i	i
CC(C)(C)OC(=O)N/N=C/c1cccn1-c1ccc([N+](=O)[O-])cc1	i	i	i	9.5	i	i	-1.7	i	i	i	i
CCOC(=O)C1CCCN(c2c(Nc3ccc(C)c(C)c3)c(=O)c2=O)C1 (stereo not drawn)	i	i	i	1.6	i	i	-2.7	i	i	i	i
CCN(CC)S(=O)(=O)c1ccc(O)c(C(=O)OCC(=O)Nc2cc(C)c(C)cc2[N+](=O)[O-])c1	i	i	i	-2.0	i	i	21.0	i	i	i	i
C=C1[C@@H](OC(C)=O)CC[C@]2(C)[C@@H]1C[C@@H]1C[C@H](OC(C)=O)C(C)=C([C@@H](OC(C)=O)[C@@H]2OC(C)=O)C1(C)C	i	i	i	6.8	i	i	-4.1	i	i	i	i
Cc1ccc2cc(CCl)c(Cl)nc2c1	i	i	i	-2.2	i	i	-5.8	i	i	i	i
COc1ccc(N2CC(C(=O)Nc3nnc(Cc4ccccc4)s3)CC2=O)cc1 (stereo not drawn)	i	i	i	0.6	i	i	7.7	i	i	i	i
Nc1ccn(Cc2ccccc2)n1	i	i	i	1.6	i	i	-8.5	i	i	i	i
CC1=NN(c2ccc(Cl)cc2)C(=O)/C1=C\c1cccn1-c1ccc(S(N)(=O)=O)cc1	i	i	i	1.4	i	i	25.3	i	i	i	4.88*
COc1ccc(NS(=O)(=O)c2ccc(N3CCOCC3)c(NC(=O)C(C)C)c2)cc1	i	i	i	0.9	i	i	-2.3	i	i	i	i
C=CCNC(=O)CN(c1cc(Cl)ccc1OC)S(=O)(=O)c1ccc(C)c([N+](=O)[O-])c1	i	i	i	4.3	i	i	6.0	i	i	i	i
O=C(Nc1cccn(Cc2ccccc2)c1=O)NC1CCCCC1	i	i	i	1.1	i	i	-6.9	i	i	i	i
N#Cc1cnc(Nc2ccc(F)cc2)nc1N	i	i	i	3.0	i	i	2.7	i	i	i	i
COc1ccc(N2CCN(C(=O)c3cc4c(C)nc5ccccc5c4o3)CC2)cc1	i	i	i	-2.5	i	i	17.3	i	i	i	i
O=C(Cc1coc(-c2ccc(F)cc2)n1)NCc1ccccc1	i	i	i	-2.4	i	i	-17.5	i	i	i	i
Cc1ccn(CCC(=O)NC2CC(C)(C)Cc3c2cnn3-c2ccccc2C)n1 (stereo not drawn)	i	i	i	-0.9	i	i	18.5	i	i	i	i
CC(C)(C)Nc1scc(-c2ccccc2)[n+]1-c1ccccc1	i	i	i	0.0	i	i	-3.8	i	i	i	i
COc1ccc(N2CCN(C(=O)CC(NC(N)=O)c3cccc(Oc4ccccc4)c3)CC2)cc1 (stereo not drawn)	i	i	i	-0.3	i	i	1.6	i	i	i	i
CC1CCC(NC(=O)c2cccc(S(=O)(=O)NCc3ccccc3)c2)CC1 (stereo not drawn)	i	i	i	3.5	i	i	-24.1	i	i	i	i

An excerpt of these results, with values under each structure.
Order of values – TMEM16A act | RGS4 pot | MrgX1 agonist | HDAC3 inhib | TRPC6 activator | MrgX1 allo act | SKKanGAS inh | TRPC6 inhibitor | TMEM16A inh | MrgX1 antagonist | RGS4 block
- COc1ccc2oc(C(=O)OCC(=O)Nc3cc(S(=O)(=O)N4CCOCC4)ccc3OC)c(C)c2c1
  i | i | i | 1.1 | i | i | 1.3 | i | i | i | i
- CC[n+]1c(C)sc2cc(C)ccc21
  i | i | i | 3.8 | i | i | -4.8 | i | i | i | i
- COc1ccc(C(C(=O)NC2CCCCC2)N(C(=O)Cc2c[nH]c3ccccc23)c2ccc(NC(C)=O)cc2)cc1OC (stereo not drawn)
  i | i | i | 0.4 | i | i | 9.3 | i | i | i | i
- Cc1ccc(-n2c3nc(=O)[nH]c(=O)c-3cc3cc([N+](=O)[O-])ccc32)cc1C
  i | i | i | 3.6 | i | i | -7.3 | i | i | i | i
- Cc1ccc(NC(=O)C(C)N=C2NS(=O)(=O)c3ccccc32)cc1 (stereo not drawn)
  i | i | i | -5.9 | i | i | 6.9 | i | i | i | i
- CCc1cccc(C)c1NC(=O)CSc1nnc(-c2cc3cc(Br)ccc3o2)n1CC
  i | i | i | 1.3 | i | i | 26.2 | i | i | i | i
- S=C(c1cn(Cc2ccc(Br)cc2)c2ccccc12)N1CCOCC1
  i | i | i | -0.6 | i | i | 0.8 | i | i | i | i
- CC(C)(C)OC(=O)N/N=C/c1cccn1-c1ccc([N+](=O)[O-])cc1
  i | i | i | 9.5 | i | i | -1.7 | i | i | i | i
- CCOC(=O)C1CCCN(c2c(Nc3ccc(C)c(C)c3)c(=O)c2=O)C1 (stereo not drawn)
  i | i | i | 1.6 | i | i | -2.7 | i | i | i | i

Next section.
SMILES	TMEM16A act	RGS4 pot	MrgX1 agonist	HDAC3 inhib	TRPC6 activator	MrgX1 allo act	SKKanGAS inh	TRPC6 inhibitor	TMEM16A inh	MrgX1 antagonist	RGS4 block
C=CCOc1cccc(C2NC(=O)c3ccccc3O2)c1 (stereo not drawn)	i	i	i	1.8	i	i	0.5	i	i	i	i
CCOc1ccccc1NC(=O)CN1CCC(NC(=O)c2ccccc2)CC1	i	i	i	6.6	i	i	5.1	i	i	i	i
COc1ccc(CNC(=O)[C@@H](NC(=O)C2CCN(C(=O)[C@@H](N)CCSC)CC2)C(C)C)cc1	i	i	i	-0.1	i	i	-4.4	i	i	i	i
Cc1ccccc1CN1CCCC(C(=O)N2CCCCC2)C1 (stereo not drawn)	i	i	i	4.7	i	i	-0.9	i	i	i	i
CCOC(=O)N1CCC(Nc2c([N+](=O)[O-])cc(C(=O)O)cc2[N+](=O)[O-])CC1	i	i	i	3.7	i	i	-0.4	i	i	i	i
OC(COc1ccc(Cl)cc1)CN1CCC(Cc2ccccc2)CC1 (stereo not drawn)	i	i	i	5.7	i	i	-6.0	i	i	i	i
CCn1c2ccccc2c2cc(NC(=O)c3ccc(=O)oc3)ccc21	i	i	i	5.3	i	i	12.1	i	i	i	i
Cc1cccnc1Nc1nc(-c2ccc(O)cc2)cs1	i	i	i	1.4	i	i	-20.1	i	i	i	i
COCCNC(=S)N(CCc1c(C)[nH]c2ccc(OC)cc12)Cc1cccnc1	/	i	i	/	i	i	4.8	i	i	i	i
Cc1ccc(O)c(NC(=S)NC(=O)Cc2ccc(Cl)cc2)c1	i	-7.53*	i	0.5	i	i	-4.6	i	i	-23.6*	i
CCCN1CCN(CCCNC(=O)Cn2nc(-c3ccc(C)cc3)ccc2=O)CC1	i	i	i	3.0	i	i	7.7	i	i	i	i
COC(=O)CNC(=O)CNC(=O)c1nn(-c2ccc(OC)c(Cl)c2)c(=O)c2ccccc12	i	i	i	-13.3	i	i	1.8	i	i	i	i
CCCCOc1ccc(C(=O)N(Cc2ccco2)C2CCS(=O)(=O)C2)cc1 (stereo not drawn)	i	i	i	7.3	i	i	-0.7	i	i	i	i
CCOc1ccc(N2Nc3n[nH]c(N)c3N2)cc1	i	i	i	4.0	i	i	-4.5	i	i	i	i
CC(=O)Nc1ccc(S(=O)(=O)NC2(C(F)(F)F)C(=O)NC(C)=C2C#N)cc1 (stereo not drawn)	i	i	i	1.6	i	i	5.8	i	i	i	i
CCCCS(=O)(=O)Nc1ccc(C(=O)NCC2CCCO2)cc1 (stereo not drawn)	i	i	i	1.4	i	i	1.0	i	i	i	i
COc1ccc(S(=O)(=O)N2c3ccccc3OCC2CC(=O)O)cc1 (stereo not drawn)	i	i	i	-5.9	i	i	-2.1	i	i	i	i
O=C(Nc1nc2c(s1)CN(Cc1ccccc1)CC2)C1CCCC1	i	i	i	12.4	i	i	-2.9	i	i	i	i
Cc1cccc(N=Nc2c(C)[nH]n(C(N)=S)c2=O)c1C	/	i	i	-4.6	i	i	13.3	i	i	i	i
COc1cccc(C2SCC(=O)N2c2ccc(C)cc2)c1OC (stereo not drawn)	i	-8.89*	i	1.0	i	i	-7.8	-5.57*	i	i	i
NS(=O)(=O)c1ccc(CCNC(=O)c2cc(-c3ccccc3)nc3ccccc23)cc1	i	i	i	0.0	i	i	9.0	i	i	i	i
CC(=O)C12C3C4C(C5C1C3C5(Br)C41OCCO1)C21OCCO1 (stereo not drawn)	i	i	i	-6.7	i	i	-1.5	i	i	i	i
Cc1ccc(N2CCCCn3c2nc2c3c(=O)[nH]c(=O)n2C)cc1	i	i	i	2.9	i	i	-0.8	i	i	i	i
Cc1ccsc1/C=C/C1=Cc2c(sc(NC(=O)CSc3n[nH]c(N)n3)c2C#N)C(C)(C)C1	i	i	i	0.0	i	i	43.2	i	i	i	i
CCn1c(SCC(=O)Nc2ccc(NC(C)=O)cc2)nc2c([nH]c3ccccc32)c1=O	i	i	i	-0.8	i	i	-2.0	i	i	i	i
CCCCc1ccc(S(=O)(=O)NC2CCS(=O)(=O)C2)cc1 (stereo not drawn)	i	i	i	1.2	i	i	-18.4	i	i	i	i
